# S3 lipid droplet = qHTS Assay for Lipid Storage Modulators in Drosophila S3 Cells | Drosophila S3 cells, BODIPY lipid droplet fluorescence, 18-24 h; cells fed with added oleic acid | Potency in µM for hits, for the others lipid storage change, negative = inhibition, % at the top dose, mostly 46.1 µM | 320,000 tested, 0.64% active; active = well fitted inhibition curve with a large enough effect in the signal ratio, with a control signal flat, not every such curve was filed as active; inconclusive = small, poorly fitted or top-dose-only effect, or effect the other way, or a change in a side signal; the % refers to the signal ratio
#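 Laser-scanning cytometry quantifies lipid droplet accumulation (500–530 nm total intensity; droplet/cell object ratio) in oleic acid-fed (400 uM added) Drosophila S3 cells treated with a concentration series. 20 uM Triacsin C defined 100% inhibition.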
# S3 lipid droplet cell count max = also measured in S3 lipid droplet; calls as there; cell number change, %; measured here: cell count max response;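 cells counted by Cell Tracker Red CMTPX staining in the red channel; peak over a dose series mostly up to 46.1 µM; percent activity relative to internal control wells on each plate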
# * marks the source's active call; other numbers are inactive results; i = inactive; ? = inconclusive; · = not tested or not shown; [ ] = dose if it differs, or a comment. % is scaled to controls: 0 for no effect and ±100 for the full control effect; potency is read from the fitted curve at half-maximal effect. This is a subset (hit frequency here may not be typical).
SMILES,S3 lipid droplet,S3 lipid droplet cell count max
Cc1cc(C)n(CCNC(=O)C2CCC(=O)N(CC3CCCCC3)C2)n1 (configuration not stated),-21.3%,-10.2
O=C(Nc1ccc2nc3n(c(=O)c2c1)CCCCC3)c1ccccc1[N+](=O)[O-],?,·
Cc1nc2sc(C)c(C)c2c(=O)[nH]1,4.4%,-26.8
O=C(CCCC(=O)N/N=C\c1ccccn1)N/N=C\c1ccccn1,11.6%,·
Cc1cc2c(cc1S(=O)(=O)N(C)c1ccccc1)n(C)c(=O)n2C,-21.6%,9.5
Cc1cc(NC(=O)c2ccco2)ccc1NC(=O)c1ccco1,-6.7%,11.3
CN(C)/C=C/C(=O)c1cc(F)cc(C(F)(F)F)c1,6.6%,2.9
CN(C)c1ccc(Nc2ccc([N+](=O)[O-])cn2)cc1,i,23.6
COc1ccc(CCNC(=O)CSc2cn(Cc3cccc(C)c3)c3ccccc23)cc1OC,?,·
O=C(NC1CCCCCC1)c1ccc2nc3cc(Cl)ccc3c(=O)n2c1,2.8%,28.5
O=c1cc(-c2ccccc2)[nH]c2ccccc12,-2.1%,-10.7
CNC(=O)c1cc(S(=O)(=O)Nc2ccc3c(c2)OCO3)ccc1C,18.5%,23.9
CCSc1ccccc1C(=O)N1CCN(Cc2ccc3c(c2)OCO3)CC1,i,·
Nc1cc[n+](CC(=O)Nc2ccccc2)cc1,0.1%,-2.4
C=CCn1c(CNC(=O)c2ccco2)nnc1SCC(=O)Nc1cccc(F)c1,?,·
COc1ccc2c(C)cc(SCc3c(C)noc3C)nc2c1,?,·
Cc1cc(N)n2ncc(-c3ccc(Cl)cc3)c2n1,-4.8%,-11.6
CC(Oc1ccc2ccccc2c1)C(=O)N/N=C/c1cccnc1 (configuration not stated),i,9.0
CCC1=Nc2ccccc2NC2=C1C(=O)CCC2,?,·
COc1ccc(-c2nc(=S)c3c(n2CCN2CCOCC2)CC(C)(C)OC3)cc1,-4.6%,0.9
COCCn1c(C)cc(C(=O)CSc2ncn[nH]2)c1C,-11.7%,-0.9
O=C(CCN1C(=O)/C(=C/c2cccs2)SC1=S)Nc1cccc(C(=O)O)c1,0.164µM*,-17.1*
O=C(COCc1cc(-c2ccc3c(c2)OCO3)on1)N1CCN(c2ccccc2)CC1,i,-26.7
Cc1ccccc1N(C(=O)c1ccco1)C(C(=O)NC1CCCC1)c1cccnc1 (configuration not stated),i,7.7
CCOc1cc(/C=N/NC(=O)C(N)=O)cc(Br)c1O,1.0%,4.6
Cc1ccccc1NC(=O)c1ccc(Cl)c(NC(=O)c2cccnc2)c1,-1.4%,4.6
O=C(CN(C(=O)CCC(=O)Nc1ccccn1)c1ccc(F)cc1)NCCc1ccccc1,?,·
CC1(C)CC(=O)C(C(O)c2cccc([N+](=O)[O-])c2)C(C)(C)N1 (configuration not stated),?,·
O=C1/C(=C/Nc2ccc3c(c2)OCO3)CCc2ccccc21,?,·
Cc1ccc(SCC(=O)NCCCc2ccccc2)cc1,-2.2%,-4.6
COc1cccc(NC(=O)CN(C)C(=O)c2ccc3c(c2)S(=O)(=O)N=C2CCCCCN23)c1,?,·
COC(=O)Oc1ccc(/C=N/NC(=O)CSCc2ccccc2Br)cc1OC,?,·
COc1ccccc1C(=O)Nc1ccc(Oc2nnc(-c3ccc(C)cc3)c3ccccc23)cc1,-3.3%,8.9
Cc1cccc(N(CC(=O)N2CCCCCC2)S(C)(=O)=O)c1C,?,·
CCOC(=O)N1CCN(c2cc(C)c(C(C)=O)cc2F)CC1,?,·
CC(C)(C)Sc1ccc(N)nc1,?,·
COc1ccc(C(=O)N2CCN(C)C(=O)[C@@H]2C)cc1OC1CCN(C(C)=O)CC1,?,·
O=C(CCCc1ccccc1)Nc1cccnc1,?,·
O=C1c2ccccc2-c2onc3ccc(NCCCn4ccnc4)c1c23,?,·
Cc1cc(C)c(S(=O)(=O)c2ccc(Cl)cc2)c(=O)[nH]1,4.6%,15.6
O=C1N=C(N2CCOCC2)S/C1=C\c1ccncc1,-0.6%,16.3
CCOc1cc(C(=O)CSc2nnc(CNc3ccc(Cl)cc3)o2)ccc1NC(=O)CC,0.2%,-12.1
COc1ccc(C2/C=C\CN(C(=O)Oc3ccc(C(F)(F)F)cc3)CC(=O)N2Cc2ccc(F)cc2)cc1 (configuration not stated),?,·
COc1ccc(Cc2noc(CN(C)Cc3ccc(-n4cccn4)cc3)n2)cc1OC,-2.3%,4.7
O=S(=O)(Cc1ccccc1Cl)c1ncn[nH]1,?,·
CSc1c(CC(=O)NCCCO)n(Cc2ccccc2)c2ccccc12,-9.7%,-1.7
Cc1ccc(C(C(=O)NC2CCCCC2)N(CC2CCCO2)C(=O)CNC(=O)c2cccs2)cc1 (configuration not stated),?,·
O=C(NC1CCCCCC1)c1cccnc1Sc1ccc(Cl)cc1,?,·
CCCc1ccc(-c2csc(NC(=O)Cc3cccs3)n2)cc1,?,·
O=C(Cc1ccc(F)cc1)Nc1cccc(S(=O)(=O)N2CCCC2)c1,?,·
# Other records
SMILES,S3 lipid droplet,S3 lipid droplet cell count max
Cc1c(Cl)cccc1Nc1nc(N)nc(CN2CCc3ccccc3C2)n1,?,·
O=c1c2ccccc2ncn1-c1ccccc1F,?,·
COc1ccc(C(=O)Nc2c(F)c(F)c(F)c(F)c2F)c(OC)c1,i,·
CC1=NC(=O)C(N=Nc2cccc(O)c2)N1c1ccccc1 (configuration not stated),i,10.0
COCCNC(=O)CS(=O)(=O)Cc1nc(-c2ccc(C)cc2)oc1C,?,·
O=C(NNC(=S)NC(=O)c1cccnc1)c1ccc(F)cc1,4.0%,0.8
FC(F)(F)c1cccc(Cn2cnc(NC(=S)NCCc3ccccc3)n2)c1,-13.7%,-7.7
Cc1nnn(C23C[C@@H]4C[C@@H](CC(C(=O)N5CCN(c6ccccc6)CC5)(C4)C2)C3)n1,4.6%,4.3
O=C(NCCc1ccccc1Cl)C1CCC(=O)N(CC2CCCCC2)C1 (configuration not stated),i,9.6
O=C(N/C(=C/c1cccc([N+](=O)[O-])c1)C(=O)N1CCCCC1)c1ccco1,14.8%,8.8
O=C1/C(=C\c2ccccc2)SC(=S)N1CCC(=O)N1CCCCC1CCO (configuration not stated),?,·
Cc1cc(C)c(NC(=O)Cn2nc(-c3ccccc3)nc2-c2ccccc2)c(C)c1,?,·
COc1ccc(OC)c(S(=O)(=O)Nc2ccccc2C(=O)O)c1,?,·
O=C(NCc1ccccc1)c1ccc(CS(=O)(=O)Cc2ccccc2F)o1,1.8%,11.9
O=C(CN1C(=O)NC2NC(=O)NC21)N/N=C/c1ccccc1F (configuration not stated),?,·
CCC(=O)Nc1nn(CC(C)C)c2nc3ccc(C)cc3cc12,?,·
Cc1ccccc1N1CCN(C2CCCN(C(=O)CCC(=O)N(C)C)C2)CC1 (configuration not stated),i,28.4
COc1ccc(CNC(=O)/C(C)=C\C(=O)O)cc1,2.8%,8.7
O=C(CS(=O)(=O)c1c[nH]c2ccccc12)NC1CCCCC1,2.7%,12.9
CCCCC(CC)C(=O)Nc1cc(C(=O)NCc2ccc(C)cc2)ccc1N1CCC2(CC1)CC(c1cccc(Br)c1)=NO2 (configuration not stated),?,·

# Compounds shown so far containing bromine (three):
SMILES,S3 lipid droplet,S3 lipid droplet cell count max
CCOc1cc(/C=N/NC(=O)C(N)=O)cc(Br)c1O,1.0%,4.6
COC(=O)Oc1ccc(/C=N/NC(=O)CSCc2ccccc2Br)cc1OC,?,·
CCCCC(CC)C(=O)Nc1cc(C(=O)NCc2ccc(C)cc2)ccc1N1CCC2(CC1)CC(c1cccc(Br)c1)=NO2 (configuration not stated),?,·

# Continuation.
SMILES,S3 lipid droplet,S3 lipid droplet cell count max
CCc1ccc(N=CC23c4ccccc4C(c4ccccc42)C2C(=O)N(c4ccc(OC)cc4)C(=O)C23)cc1 (configuration not stated),?,·
COC(=O)c1ccc(OCC(O)CN2C(=O)c3ccccc3C2=O)cc1 (configuration not stated),10.9%,-0.9
Cc1nnc(SCC(=O)N(C(C)C)C(C)C)nc1C,?,·
CCC1c2ccc(C)n2CCN1C(=O)Nc1cc(Cl)ccc1OC (configuration not stated),5.0%,1.8
CCCn1nnnc1SCC(=O)NCc1ccc2c(c1)OCO2,12.7%,-9.2
COc1ccc(C2c3c(ccc4ccccc34)Oc3ncn4nc(Cc5ccc(OC)c(OC)c5)nc4c32)cc1 (configuration not stated),8.9%,7.0
CN(C)C(CNC(=O)CCc1c[nH]c2ccccc12)c1ccccc1 (configuration not stated),?,·
CC(C)C(OC(=O)c1cc2c(s1)CCCCC2)C(=O)NC(N)=O (configuration not stated),3.6%,6.0
CCOc1ccc(N(CC(=O)NC2CCCC2)C(=O)CCC(=O)Nc2nc(C)cs2)cc1,?,·
COC(=O)c1ccc(/C=N/OCC(=O)NCCc2ccc(OC)c(OC)c2)cc1,?,·

# Complete entries as entered above. Values in the order: S3 lipid droplet | S3 lipid droplet cell count max
# Record of Cc1nc2sc(C)c(C)c2c(=O)[nH]1 : 4.4% | -26.8
# Record of CC1=NC(=O)C(N=Nc2cccc(O)c2)N1c1ccccc1 (configuration not stated) : i | 10.0
# Record of Cc1cccc(N(CC(=O)N2CCCCCC2)S(C)(=O)=O)c1C : ? | ·

# Arranged by formula weight (rising): some entries from above.
SMILES,S3 lipid droplet,S3 lipid droplet cell count max
COC(=O)c1ccc(OCC(O)CN2C(=O)c3ccccc3C2=O)cc1 (configuration not stated),10.9%,-0.9
Cc1c(Cl)cccc1Nc1nc(N)nc(CN2CCc3ccccc3C2)n1,?,·
CCOc1ccc(N(CC(=O)NC2CCCC2)C(=O)CCC(=O)Nc2nc(C)cs2)cc1,?,·

# Carrying on.
SMILES,S3 lipid droplet,S3 lipid droplet cell count max
CCSc1nnc(NC(=O)CSc2nncc(=O)n2N)s1,-8.3%[9.22 µM],6.8
Cc1ccc(C(=O)Cn2cnc3ccccc3c2=O)cc1,4.6%,2.1
COc1ccccc1Cc1nc(-c2ccc(C)cc2)no1,?,·
CCNC(=O)Nc1cc(S(=O)(=O)Nc2ccc(OC)cc2)ccc1N1CCOCC1,?,·
CC1CC(NC(=O)/C=C/C(=O)O)CC(C)(C)C1 (configuration not stated),-1.1%,20.9
O=C(c1ccccc1)c1ccc(O)cc1O,-2.4%,9.2
CN(C)S(=O)(=O)c1cc(NC(=O)COC(=O)/C=C/c2ccco2)ccc1Cl,6.9%,1.7
CCCCCC(=O)N/N=C/c1cccs1,-6.8%,2.2
Cn1c(=O)n(CCc2ccccc2)c(=O)c2c1nc1n2CCCN1CCc1ccccc1,i,-19.9
CN(C)NC(=S)Nc1cccc(Cl)c1,-8.2%,14.1
NC(=O)C(=O)N/N=C1\CCc2ccccc21,?,·
O=C(O)c1cccnc1SCCc1ccccc1,?,·
NC(=O)N/N=C/c1ccc(OCc2cccc(Cl)c2)cc1,?,·
O=C(N/N=C/c1ccc(Sc2nc3ccccc3s2)c([N+](=O)[O-])c1)c1ccccn1,11.4%,-0.5
O=C(Oc1ccc(Oc2ccccc2)cc1)N1CCC(O)CC1,0.4%,5.1
Cc1onc(-c2c(F)cccc2Cl)c1C(=O)N=C(N)N1CC(C)OC(C)C1 (configuration not stated),9.6%,7.7
Cc1ccccc1CN1C[C@@H]2C[C@@H](c3cn[nH]c3-c3ccc(F)cc3)N3CCC[C@@]23C1=O,-2.2%,-16.0
Cc1cc(NC(=O)c2ccc(F)cc2)n(CCOC(=O)c2ccc(F)cc2)n1,-16.0%,6.7
CCCCCNCc1ccc(Br)cc1,-5.5%,-7.3
COc1cc(C2CC(=O)Nc3n[nH]c(-c4ccccc4)c32)cc(OC)c1OC (configuration not stated),14.9%,12.3
C=C(C)Cn1c(C(C)NC(=O)CCC)nc2ccccc21 (configuration not stated),i,·
CCOC(=O)c1ccc(N2C(=O)CC(Nc3ccc(CCO)cc3)C2=O)cc1 (configuration not stated),?,·
O=C(CN1C(=O)NC2(CCCC2)C1=O)OCc1cccc(Br)c1,?,·
CC(C)C(=O)Nc1ccc(C(=O)N/N=C/c2cc(Br)cc(Br)c2O)cc1,?,·
Cc1cc(=O)[nH]c2ccc(S(=O)(=O)Nc3ccccc3)cc12,?,·
CC(C)NC(=O)CSc1nnc(C2CC2)n1-c1ccccc1,?,·
Cc1cc(C(=O)COC(=O)c2csc3c2CCCC3)c(C)n1C,?,·
CCN1CCN(c2nc(-c3ccccc3)c3ccccc3n2)CC1,?,·
O=C(CCNC(=O)c1ccccc1Cl)NCC(c1ccc(F)cc1)N1CCOCC1 (configuration not stated),?,·
CC(C)C(=O)Nc1ccc(NC(=S)NC(=O)c2ccccc2F)cc1,-5.4%,·
Cc1ccc2c(n1)CC(C)(C)CC2=O,5.3%,6.6
Cc1ccc(-c2cc(C(F)F)nc(NCc3cccs3)n2)cc1,1.0%,-9.1
CNCC(=O)O,16.5%,·
COc1ccc(CCC(=O)Nc2ccc(-c3noc(-c4ccc(OC)c(OC)c4)n3)cc2)cc1,i,·
COc1ccc(S(=O)(=O)CCC(=O)N2CCN(c3ccccc3F)CC2)cc1,5.9%,2.6
C[C@H](N)c1nnc(SCC(=O)c2ccc(Cl)cc2)o1,?,·
CCc1ccc(OC(C)c2nnc(SCC(=O)Nc3ncccc3C)n2C)cc1 (configuration not stated),?,·
O=C(Cn1nnc(-c2cccc(C(F)(F)F)c2)n1)N1CCCCCC1,?,·
Cc1nn(Cc2ccccc2)c(C)c1NC(=O)c1cc2nc(-c3ccco3)cc(C(F)(F)F)n2n1,?,·
NC(=O)c1cc(NC(=O)c2cc(Br)c(Br)s2)cc(C(N)=O)c1,?,·

# Bioassay records from PubChem BioAssay.
